# S3 lipid droplet: qHTS Assay for Lipid Storage Modulators in Drosophila S3 Cells; Drosophila S3 cells, BODIPY lipid droplet fluorescence, 18-24 h; cells fed with added oleic acid; Potency in µM for hits, for the others lipid storage change, negative = inhibition, % at the top dose, mostly 46.1 µM; actives 0.64% (n = 320,000); AID 2685; active = well fitted inhibition curve with a large enough effect in the signal ratio, with a control signal flat, not every such curve was filed as active; inconclusive = small, poorly fitted or top-dose-only effect, or effect the other way, or a change in a side signal; the % refers to the signal ratio
#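 Drosophila S3 cells loaded with oleic acid (400 uM, as added) and compounds at several concentrations; lipid droplets imaged by 488-nm laser-scanning cytometry, 500–530 nm intensity and object ratio to cell channel. Percent activity normalized to 20 uM Triacsin C.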
# S3 lipid droplet cell count max: recorded beside S3 lipid droplet, whose call it bears; cell number change, %; measured here: cell count max response;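 cells counted by Cell Tracker Red CMTPX staining in the red channel; peak over a dose series mostly up to 46.1 µM; percent activity relative to internal control wells on each plate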
# Numbers without * were called inactive; i = inactive; ? = inconclusive; / = not tested or not shown; [ ] = another dose, or the depositor's remark. % is scaled to controls: 0 for no effect and ±100 for the full control effect; potency is read from the fitted curve at half-maximal effect. These rows are one share of the data; rates above refer to the full screens.
SMILES,S3 lipid droplet,S3 lipid droplet cell count max
CNC(=S)N/N=C/c1ccc(-c2cc([N+](=O)[O-])ccc2Cl)o1,-1.2%,19.7
COc1ccccc1NC(=O)/C(C#N)=C/C=C/c1ccco1,?,/
COc1ccc(NC(=O)CCC(=O)Nc2nnc(C3CCCCC3)s2)cc1,i,11.8
COCCNC(=O)c1ccc(N2CC3CC(C2)c2cccc(=O)n2C3)c(NC(=O)c2c(F)cccc2F)c1 (centres undefined),i,-5.8
O=C(OCC(=O)c1ccc[nH]1)c1ccc(Cl)nc1,?,/
COc1ccc(N2CCN(C(=O)COC(=O)CCc3ccccc3)CC2)cc1,?,/
Cc1ccc(-c2nc3cccnc3s2)cc1NS(=O)(=O)c1ccc2c(c1)OCCO2,?,/
CC(=O)NCC(=O)OCC(=O)N1c2ccccc2Sc2ccccc21,?,/
COc1cc(/C=C/c2cccc[n+]2C)ccc1OCC(=O)Nc1ccccc1C,i,-1.7
COc1ccc2[nH]c(=O)c(CN(Cc3nnnn3CCc3ccccc3)CC3CCCO3)cc2c1 (centres undefined),?,/
CC(=O)Nc1ccc(S(=O)(=O)NC2=C(N3CCN(Cc4ccccc4)CC3)C(=O)c3ccccc3C2=O)cc1,?,/
C=CCOC(=O)C1=C[C@H](c2ccccc2)[C@@H](CCCO)[C@H](OCC)O1,-1.2%,22.0
CC(C)Sc1nc(-c2cccs2)nc2c1c(=O)n(C)c(=O)n2C,?,/
Cc1ccc(C2C3C(=O)N(c4ccc(C)cc4)C(=O)C3N3CCCN23)cc1 (centres undefined),?,/
O=c1[nH]c2ccccc2n1C1=CCNCC1,?,/
CCOCC(O)CNc1ccccc1 (centres undefined),5.8%,3.7
CCN(C(=O)COC(=O)c1cc(-c2ccccc2)nn1-c1ccccc1)C1CCS(=O)(=O)C1 (centres undefined),6.0%,10.9
CC1(C)Oc2ccc3ccc(=O)oc3c2/C(=C/Nc2ccc(O)cc2)C1=O,?,/
O=C(COC(=O)CNS(=O)(=O)c1cccc(Br)c1)NC(=O)Nc1ccc2c(c1)OCCO2,8.8%,/
COc1ccc(Cn2c(C)nc3c(c(=O)c4ccccc4n3C)c2=O)cc1,?,/
COc1ccc(NS(=O)(=O)c2ccc(Cl)s2)cn1,?,/
CC(C)(C)n1nc2c(c1NC(=O)c1ccccc1C(F)(F)F)CS(=O)(=O)C2,?,/
CCCc1cc(C(=O)N2CCCC(N3CCN(c4ccccc4C)CC3)C2)n(C)n1 (centres undefined),i,/
CS(=O)(=O)N1CCN(c2ccc([N+](=O)[O-])c(NCc3ccc(Cl)cc3)c2)CC1,5.4%,12.7
COc1ccc(OC)c(/C=C/C(=O)N(C)CC(=O)Nc2cc(C)ccc2C)c1,-2.5%,26.0
COc1cc(/C=N/NC(=O)C2c3ccccc3Oc3ccccc32)ccc1O,?,/
CCOC(=O)c1cc2occc2n1CC(=O)N1CCCc2ccccc21,?,/
O=C(Cc1cccc(F)c1F)NC1CCCN(Cc2ccc(Cl)cc2)C1 (centres undefined),-2.1%,6.5
CCOC(=O)c1cc(C(=O)c2cc(Cl)ccc2O)coc1=N,5.0%,11.1
CCN(CC)S(=O)(=O)c1ccc2oc(C(=O)O)c(C)c2c1,?,/
COc1ccc(C(=O)CSc2cc(C)[nH]c(=O)n2)cc1,?,/
CCN1CCN(C(=O)CN(C)S(=O)(=O)c2ccc3ccccc3c2)CC1,?,/
CCOC(=O)C1=C(c2cccc(Oc3ccccc3)c2)NC(=S)NC1C (centres undefined),?,/
COc1ccccc1C(CC(=O)c1ccccc1)CC(=O)c1ccccc1,?,/
CCCCn1c(Cc2ccccc2)n[nH]c1=S,?,/
CC1(C)Cc2ccccc2-c2nc(NCCO)n(-c3ccccc3)c(=O)c21,i,15.2
CCOC(=O)C1CCN(C(=O)CN(c2ccc3c(c2)OCO3)S(C)(=O)=O)CC1,?,/
COc1cc(OC)c(OC)cc1CN1CCN(S(=O)(=O)c2ccc(NC(C)=O)cc2)CC1,22.5%,-0.6
O=C(Nc1ccc2[nH]c(=O)[nH]c2c1)Nc1ccc(F)cc1F,-18.4%,-0.6
CCC1CCCCN1Cc1nc2c(c(=O)n(C)c(=O)n2C)n1CC(C)C (centres undefined),-0.5%,7.6
O=C(/C=C/c1ccccc1)Nc1cccnc1Cl,?,/
COc1ccc(C(CNC(=O)c2ccc(OCC3CCCO3)cc2)N2CCOCC2)cc1 (centres undefined),?,/
CCOc1ccccc1NC(=O)N1CCC(C(=O)c2ccc(F)cc2)CC1,?,/
CN(CCc1ccccn1)C(=O)CCC1CCCN(C(=O)c2cscn2)C1 (centres undefined),5.5%,-0.8
Cc1nc2ccccc2c(=O)n1NC(=O)c1cc(Br)ccc1Cl,-17.0%,-9.3
COCCNC(=O)CC(=O)N/N=C/c1cccc(C(=O)OC)c1,?,/
Cc1ccc(NS(=O)(=O)c2cc(Br)cnc2N)cc1C,?,/
COc1ccc(OC)c(S(=O)(=O)NCc2nc3nc(C)cc(C)n3n2)c1,i,-8.0
Cc1ccc(-n2c(C)cc(C(=O)CN3C(=O)C(=O)N(C4CCCC4)C3=O)c2C)cc1,4.8%,-3.2
O=C(Nc1cccc2cccnc12)c1ccc(Cl)cc1Cl,14.7%,8.4
CC1(C)CC(=O)C=C(c2cccc3c2sc2ccccc23)C1,?,/
O=C(O)c1cccc(-n2cccc2C=C2C(=O)c3ccccc3C2=O)c1,3.3%,0.1
O=C(/C=C/c1ccccc1Cl)Nc1ccc(S(=O)(=O)Nc2ncccn2)cc1,?,/
Cn1nc(C(=O)OCC(=O)NC2CCS(=O)(=O)C2)c2ccccc2c1=O (centres undefined),?,/
COc1cccc(NC(=S)N(Cc2ccc(Cl)cc2)Cc2ccc(C(=O)O)cc2)c1,9.0%,-6.3
CN(CC(=O)Nc1ccc(F)c(F)c1F)C(=O)c1ccc(=O)[nH]c1,?,/
O=C1COc2ccc(-c3csc(=Nc4ccc(OC(F)F)cc4)n3CC3CCCO3)cc2N1 (centres undefined),10.9%,-1.3
Cc1[nH]c2ccccc2c1/C=N/NC(=O)CCC(=O)Nc1ccccc1,20.5%,-9.8
Cc1cc(N2CCOCC2)n2cc(-c3ccccc3)nc2n1,?,/
CCn1c(CNC(=O)c2ccc(OC)c(OC)c2)nnc1SCC(=O)Nc1ccccc1,3.0%,18.5

# Entries of single compounds as entered above.
# Profile of `Cc1cc(N2CCOCC2)n2cc(-c3ccccc3)nc2n1` = S3 lipid droplet: ?; S3 lipid droplet cell count max: /
# Profile of `Cc1[nH]c2ccccc2c1/C=N/NC(=O)CCC(=O)Nc1ccccc1` = S3 lipid droplet: 20.5%; S3 lipid droplet cell count max: -9.8

# Next structures.
SMILES,S3 lipid droplet,S3 lipid droplet cell count max
COc1ccc(N2CCN(CC(O)COc3ccc(C)c(C)c3)CC2)cc1 (centres undefined),6.5%,-0.2
O=[N+]([O-])c1ccc(C(O)CN2CCN(C/C=C/c3ccccc3)CC2)cc1 (centres undefined),1.5%,-1.4
Cc1ccc(NC(=O)c2c(C)nc3sc(C(=O)NC4CCCC4)c(N)c3c2-c2ccco2)c(C)c1,?,/
COc1ccc(N=C2NC(=O)CS2)c([N+](=O)[O-])c1,-25.8%,/
Cc1ccc(C)c(NC(=O)Cn2cnc3c(oc4ccccc43)c2=O)c1,6.2%,8.3
Cc1ccc(NS(=O)(=O)c2ccc3c(c2)CCN3C(=O)CCC(=O)O)cc1Cl,-9.0%,-14.7
O=C(c1ccccc1NS(=O)(=O)c1ccc2c(c1)OCCO2)N1CCOCC1,1.1%,1.3
Cc1ccc(C(=O)OC(C)C(=O)N(C)C2CCCCC2)cc1S(=O)(=O)N1CCCCC1 (centres undefined),i,2.4
COc1cccc(C(=O)CSc2nnc(CNc3nc(-c4ccccc4)cs3)n2C)c1,?,/
CC(=O)Nc1cccc(NC(=O)CSc2ncc(C(=O)Nc3ccccc3)c(=O)n2C)c1,?,/
CC1(C)Cc2cccc(C(=O)NCc3ccco3)c2O1,6.3%,7.1
CCN(CC)c1ccc(NC(=O)c2c(OC)cccc2OC)c(C)c1,?,/
CCn1cc(S(=O)(=O)c2ccc(C)cc2)c(=O)c2cc(OC)ccc21,20.1%,-13.9
COc1ccc2c(c1)OC[C@H]1[C@@H]2N2C(=O)CNC(=O)[C@@]2(C)[C@H]1c1ccccc1,?,/
O=Cc1ccc(C(=O)OCC(=O)N2CCCC2)cc1,?,/
COc1ccc(Cl)cc1NC(=O)c1cc(-c2cc(C)ccc2O)n[nH]1,-4.9%,1.0
O=S(=O)(c1ccc(Cl)cc1)N1CCC(n2cccc2)CC1,-5.9%,3.0
Cc1ccc(N(C(=O)c2snc(C(N)=O)c2N)C(C(=O)NCC2CCCO2)c2ccc3ncccc3c2)cc1 (centres undefined),i,10.1
CC(C)CNC(=S)N1CCC(c2nc(-c3ccc(F)cc3)no2)CC1,?,/
Cc1ccc(N(CC(O)CN2CCOCC2)S(=O)(=O)c2ccc([N+](=O)[O-])cc2)cc1 (centres undefined),?,/
CCOC(=O)C1(CCCc2ccccc2)CCN(C(=O)c2cncs2)CC1,7.2%,2.4
CC(C)(C)CC(C)(C)NCC(=O)Nc1c2c(nc3ccccc13)CCC2,11.6%,-3.0
O=C(O)Cn1nnc2ccccc21,-10.9%,19.5
CCc1ccc(NC(=O)C(=O)NCC2CCCN2S(=O)(=O)c2ccccc2)cc1 (centres undefined),?,/

# Next part, overlapping the part above by 6 compounds.
SMILES,S3 lipid droplet,S3 lipid droplet cell count max
CC(C)CNC(=S)N1CCC(c2nc(-c3ccc(F)cc3)no2)CC1,?,/
Cc1ccc(N(CC(O)CN2CCOCC2)S(=O)(=O)c2ccc([N+](=O)[O-])cc2)cc1 (centres undefined),?,/
CCOC(=O)C1(CCCc2ccccc2)CCN(C(=O)c2cncs2)CC1,7.2%,2.4
CC(C)(C)CC(C)(C)NCC(=O)Nc1c2c(nc3ccccc13)CCC2,11.6%,-3.0
O=C(O)Cn1nnc2ccccc21,-10.9%,19.5
CCc1ccc(NC(=O)C(=O)NCC2CCCN2S(=O)(=O)c2ccccc2)cc1 (centres undefined),?,/
Cc1cccc(C)c1NC(=S)NNc1ncc(C(F)(F)F)cc1Cl,?,/
Cc1ccc(CN2CCSc3ccc(C(=O)N4CCOCC4)cc32)cc1,?,/
Cn1c(SCC(=O)Nc2ccccc2)nc2c([nH]c3ccccc32)c1=O,7.7%[9.22 µM],-12.6
O=[N+]([O-])c1ccc(S(=O)(=O)CC(CN2CCOCC2)N2CCOCC2)cc1 (centres undefined),?,/
COc1ccccc1N1CCN(S(=O)(=O)c2cnc[nH]2)CC1,?,/
CN1CCN(C(=O)c2cnn(-c3ccccc3)c2NC(=O)c2ccccc2F)CC1,?,/
Nc1nnc(SCC(=O)c2ccco2)s1,-1.1%,1.1
COc1ccc(-c2cc(C(F)(F)F)n3ncc(C(=O)O)c3n2)cc1OC,?,/
COc1ccc(OCCC(=O)N2CCCCC2)cc1,?,/
COc1ccccc1OCCNC(=O)C1CC(=O)N(c2ccc3c(c2)OCCO3)C1 (centres undefined),i,/
CCOc1ccc(CNC(=O)c2ccc(Sc3ccc(Cl)cc3)c(NC(C)=O)c2)cc1OC,2.1%,8.8
Cc1ccc2c(c1)CN1CN2Cc2cc(C)ccc21,?,/
O=C(NC1CCN(Cc2ccccc2)CC1)c1c(Cl)cccc1Cl,7.3%,/
CCOc1ccc(C2=CSC3=NCCN23)cc1Cl,?,/
Cc1[nH]c2ccccc2c1C(=O)C(=O)N1c2ccccc2CC1C (centres undefined),10.5%,21.1
CCOc1ccc2nc(NCCNC(=O)C(C)C)c(C)cc2c1,0.4%,-19.1
CCCCN(CCCC)S(=O)(=O)c1ccc(NC(=O)c2cccs2)cc1,?,/
CC(=O)N1N=C(c2ccncc2)OC12CCCCCC2,5.7%,5.5
O=C(O)CCc1nn2c3ccccc3n(Cc3ccccc3F)c2nc1=O,?,/
O=C(c1cc2cc([N+](=O)[O-])ccc2oc1=O)N1CCN(c2ncccn2)CC1,?,/
CC1CCN(S(=O)(=O)c2cccc(C(=O)N(C)C3(C)CCS(=O)(=O)C3)c2)CC1 (centres undefined),-6.7%,-12.9
CNC(=O)c1cc2c(s1)-c1ccccc1CC2,?,/
CC(NC(=O)c1ccc2c(c1)C(=O)N(Cc1cccnc1)C2=O)c1ccccc1 (centres undefined),i,-23.0
COc1ccc(/C=C/C(=O)NC(C)CCc2ccccc2)cc1OC (centres undefined),-7.8%,0.1
COc1cccc(-n2nc(C(=O)O)c3ccccc3c2=O)c1,?,/
CC(C)N(C(=O)COC(=O)[C@H](C)NC(N)=O)c1ccccc1,?,/
CC(C)C(C(=O)NCC1CCCO1)N(Cc1ccco1)C(=O)CNS(=O)(=O)c1ccccc1 (centres undefined),?,/
CCN(CC)CCNC(=O)Cn1cnc2sc(C)c(S(=O)(=O)N3CC(C)CC(C)C3)c2c1=O (centres undefined),?,/
Cn1cc(CN2CCN(c3cnccn3)CC2)c(-c2cccc(Cl)c2)n1,-0.3%,3.0
Cn1c(=O)n(CCc2ccccc2)c(=O)c2c1nc1n2CCCN1c1ccccc1,?,/
O=C(NC(Cc1ccccc1)C(=O)N1CCCC1C(=O)O)c1ccccc1 (centres undefined),?,/
O=C(Cn1c(NCCCO)nc2ccccc21)c1ccc(Cl)cc1,-33.6%,/
COc1cc([C@@H]2c3cc4c(cc3[C@H](O)[C@H]3COC(=O)[C@H]23)OCO4)cc(OC)c1OC,?,/

# Assay outcomes from PubChem.
